HDAC3 inhib = human HDAC3 inhibition; O15379; recombinant HDAC3, fluorogenic peptide/trypsin coupled, fluorescence; inhibition, % at 8.3 µM; 320,000 tested, 0.15% active; AID 2718; in the data active means inhibition above about 26%, passing the limit was not always enough; inconclusive means no clear call, values can overlap the other calls
Target sequence (O15379 whole entry, looked up): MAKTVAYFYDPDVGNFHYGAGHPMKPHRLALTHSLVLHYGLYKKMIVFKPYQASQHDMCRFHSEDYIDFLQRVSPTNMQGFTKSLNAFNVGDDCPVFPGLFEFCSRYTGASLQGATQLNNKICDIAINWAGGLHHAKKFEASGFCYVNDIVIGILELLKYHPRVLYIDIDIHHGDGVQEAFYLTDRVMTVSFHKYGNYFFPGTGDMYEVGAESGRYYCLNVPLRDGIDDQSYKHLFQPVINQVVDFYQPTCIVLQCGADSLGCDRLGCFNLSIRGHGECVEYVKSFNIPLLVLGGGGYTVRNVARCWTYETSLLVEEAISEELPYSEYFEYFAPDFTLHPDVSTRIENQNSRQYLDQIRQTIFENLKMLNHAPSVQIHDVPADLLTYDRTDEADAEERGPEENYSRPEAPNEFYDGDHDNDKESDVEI
HSF1 activator = increases HSF-1 driven luciferase reporter signal | NIH3T3-HGL HSF-1 luciferase reporter, MG132, 8 h; 100% = twice DMSO control signal | activation, % at 9 µM | 300,000 tested, 1.7% active | AID 504408;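 active means mean replicate activation of at least 50% with a set share of replicates each reaching 50%; inconclusive means only one of those two conditions met; inactive means mean below 50% and too few replicates reaching it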;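 further: 0% = median of the neutral control wells and 100% = twice that signal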
aSyn 5UTR inh = 5' untranslated region of α-synuclein, MLPCN primary screen; alpha-synuclein 5'UTR reporter, inhibitor activity; inhibition, % (tested at 7.5 µM); 300,000 tested, 0.82% active; AID 1813; in the data active means inhibition above about 60%; inconclusive means no clear call, values can overlap the other calls;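 further: H4 neuroglioblastoma cells stably carrying SNCA 5'UTR luciferase fusion; 0% = DMSO wells and 100% = positive control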
HSP90 inh = blocks HSP90-mediated luciferase refolding in reticulocyte lysate; Rabbit reticulocyte lysate, luciferase refolding luminescence, 3 h; inhibition, % at 5.6 µM; 290,000 tested, 0.91% active; AID 1789;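 active means inhibition above the screen-wide mean plus 3 SD, computed separately per campaign, cut at about 16% in these data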;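 further: 0% = DMSO wells and 100% = 60 µM geldanamycin wells; inhibitors lower the luminescence because luciferase stays unfolded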
IEC-6 tox = IEC-6 cytotoxicity, counter-screen for KLF5 inhibitors | AID 1825 | 290,000 tested, 0.78% active | luminescence viability | inhibition, % at 5 µM; in the data active means inhibition above about 22%;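 further: 0% = plate median of test compound wells and 100% = cytotoxic reference compound wells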
Platelet DG rel = modulates dense granule release in human platelets; human platelet-rich plasma, SFLLRN dense granule ATP release, luminescence; inhibition, %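 (compounds screened at 7.5 µM in platelet-rich plasma)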; 300,000 tested, 0.22% active;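 active means mean replicate score, as percent of positive control, at or above 50; inconclusive means mean below 50 but at least one replicate at or above 50; inactive means mean and every replicate below 50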
KLF5 inh = kruppel-like factor 5 inhibition; DLD-1 KLF5 promoter-luciferase reporter, luminescence; inhibition, % at 5 µM; 290,000 tested, 0.23% active;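 active means inhibition above a per-plate limit of that plate's mean compound inhibition plus 3 SD, cut at about 60% in these data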;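 further: 0% = DMSO wells and 100% = LY294002 at 200 µM; higher means less KLF5 promoter-driven luciferase light; inactives centre near -14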
HSF1 inhib = HSF1 inhibition; 300,000 tested, 0.77% active; NIH3T3-HGL HSE-luciferase, MG132-induced, luminescence 8 h; active compounds read low; activity change, negative = inhibition, % at 7.5 µM (by protocol);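 active means more than half of replicate wells show activity change below -50%, luminescence cut by over half; inconclusive means some wells, but at most half, below -50%; inactive means no replicate well below -50%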;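 further: luciferase reports HSF-1 transcriptional activity via heat shock element; 0% = median of DMSO wells and -100% = zero luminescence signal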
HIF activator = HIF pathway transcriptional activation; activation, % at 7.5 µM (by protocol); 300,000 tested, 0.32% active; AID 1910; U2OS HRE-luciferase reporter, luminescence; normalized: DMSO 0%, desferrioxamine 100%;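 active means mean activation of at least 10% of the iron chelator positive control signal, with at least half of replicates also reaching 10%; inconclusive means mean and replicate majority disagree about reaching 10%; inactive means mean and most replicates under 10%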
AI-2 QS modul = modulators of Vibrio harveyi AI-2 quorum sensing system; Vibrio harveyi JMH597 AI-2 luminescence/OD600 ratio, 9 h; active compounds read low; strain lacks LuxN and CqsS sensors; 0 = neutral-control median; activity change, % at 7.5 µM; 300,000 tested, 0.4% active; AID 2094; in the data active means activity change below about -75%, passing the limit was not always enough; inconclusive means no clear call, values can overlap the other calls;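 further: luminescence divided by OD600 gain over 9 h not by final OD600 alone; inactives centre near 13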
An asterisk follows results filed as active; ? = inconclusive; . = no result given; & = joins results of further samples. This is a random part of the collection, and some 5% of all compounds hit somewhere here.

SMILES	HDAC3 inhib	HSF1 activator	aSyn 5UTR inh	HSP90 inh	IEC-6 tox	Platelet DG rel	KLF5 inh	HSF1 inhib	HIF activator	AI-2 QS modul
CC1(C)Nc2ccccc2N(Cc2ccc([N+](=O)[O-])cc2)C1=O	5	11	25	-1	-4	14	3	4	-0.5	8
Cc1cccc(/C=C/c2onc(C)c2S(=O)(=O)N2CCC(C(=O)NC(C)(C)C)CC2)c1	-4	9	12	-7	-2	-2	14	5	0.1	18
Cc1nn(CC(=O)Nc2ccc3c(c2)oc2ccccc23)c(=O)c2ccccc12	1	15	12	3	0	-2	-30	2	0.1	-39
CCOc1ccc2nc(NC(=O)c3ccc(OC)c(S(=O)(=O)N4CCOCC4)c3)sc2c1	-2	-7	28	-2	-2	1	-17	-2	-0.7	24
COc1ccc(CN=C(C)c2c(C(F)(F)F)[nH]n(-c3nc4ccccc4s3)c2=O)cc1	-2	-38	-49	2	6	3	-27	-22	2.7	31
CC(C)OCCCNC(=O)c1cn(C)c2ccc(S(=O)(=O)N(C)C3CCCCC3)cc2c1=O	1	46	-10	-3	-2	0	-14	27	-0.7	11
Clc1ccc(-c2nnc3sc(-c4ccc(Br)o4)nn23)cc1	-2	.	.	-3	-1	.	-3	.	.	.
CCc1ccc(CNC(=O)C(=O)NCCc2ccc(OC)c(OC)c2)cc1	9	1	3	-2	-4	0	-42	-7	-0.4	9
CCN(CC)c1nc2n(c(=S)n1)CCS2	-5	-17	24	3	1	-6	-32	-3	-0.2	24
COc1cc(S(=O)(=O)N2CCN(c3ccccc3F)CC2)c(OC)cc1Cl	1	-3	-10	5	-1	-13	6	-1	-0.2	-4
CCCn1c(NC(=O)c2ccc(C)cc2)nc2ccccc21	5	33	-5	-1	2	-3	-24	10	2.9	28
COc1ccc(N(CC(=O)Nc2ccc3c(c2)OCCO3)S(=O)(=O)c2c(C)nn(C)c2C)cc1	-5	1	3	2	3	3	-11	-8	-0.4	17
CC1(C)Cc2c(ccc3ccccc23)/C(=C/C#N)N1	0	6	12	-1	-1	7	0	5	-0.1	20
Cc1ccc(S(=O)(=O)N2CCC(=O)N(CCOC(=O)Nc3cccc(Cl)c3)CC2)cc1	3	14	-22	0	1	2	-21	2	0.8	6
CCOC(=O)Cc1cc(=O)n2[nH]c(-c3ccccc3)cc2n1	-7	1	10	-3	-10	-11	-3	1	0.3	9
Cc1ccc2c(C(=O)CN3CC(C)CC(C)C3)c(C)[nH]c2c1 (centres undefined)	10	4	14	1	-2	1	-22	1	1.9	14
CCCn1nnnc1NCc1ccc(SC)cc1	6	5	-24	-1	2	10	-13	-3	0.8	-3
CCc1ccccc1N1C(=O)C2C3CC(=O)C(c4ccccc43)C2C1=O (centres undefined)	-2	-1	7	-1	-6	-1	-40	-15	0.1	12
CCCN1CCN(CCCNC(=S)Nc2ccc3nc(N4CCN(CC)CC4)cc(C)c3c2)CC1	.	1	-36	1	0	-12	-23	0	-24	8
CCOc1ccc(NC(=O)c2cc(C)nc3ccccc23)cc1	4	-6	14	-3	4	-2	-4	-3	-0.3	13
COc1ccc(CNC(=O)/C=C/C(=O)O)cc1	3	5	7	-3	-1	0	-23	1	-0.1	23
CSc1sc(-c2ccnc(SCCS(C)(=O)=O)n2)c(-c2ccccc2)c1C#N	5	4	-9	-1	-10	22	16	-7	0.0	17
CCOC(=O)c1c(C)[nH]c(C(=O)CSc2nnc(Nc3ccccc3F)s2)c1C	.	12	11	0	-3	14	-2	4	0.2	20
Cc1cc(NC(=O)CNC(=O)C2CCCCC2)no1	-4	.	.	2	-1	.	-9	.	.	.
CCN(Cc1ccccc1)CC(O)COC(c1ccc(OC)cc1)c1ccc(OC)cc1 (centres undefined)	9	11	-19	0	-4	-4	-3	-1	0.6	32
CCOC(=O)C1CCCN(Cc2c(Cl)cccc2Cl)C1 (centres undefined)	1	11	5	0	-1	12	-4	-1	0.3	14
CCCNc1c(N)n(-c2ccccc2)c(=O)[nH]c1=O	-1	24	-12	0	-3	-1	-25	-11	0.8	28
OCc1nc2ccccc2n1CCCCOc1ccccc1	3	6	-9	.	.	-1	.	5	0.0	24
CC(=O)c1ccc(NC(=O)C(C)N2CCN(C/C=C/c3ccccc3)CC2)cc1 (centres undefined)	1	0	11	-2	-1	-43	-4	-6	-0.5	13
COc1ccc(Nc2nc(N)nc(CSc3nnc(C)s3)n2)cc1	12	11	-46	1	5	0	-75	6	1.7	48
CNCCOc1ccccc1OC(C)C	-2	-4	-9	1	0	0	-19	0	-0.1	-1
CC(=O)Nc1ccc(C(=O)NCCCSc2ccccc2)cc1	-1	-3	-7	-5	-6	-8	-24	3	0.3	16
C=CCOc1c(Br)cc(C2NC(=O)NC(C)=C2C(C)=O)cc1OCC (centres undefined)	-1	25	19	-1	-1	1	-14	3	-0.2	39
CCOC(=O)c1c(O)cc(C)[nH]c1=O	-5	8	22	3&0	0&1	1	-13&-57	-4	0.3	24
Cc1sc2nc3ccc(N4CCCC4)nn3c(=O)c2c1C	0	18	-171	10	-2	2	-48	11	0.9	22
CSc1ccc(/C=C/C(=O)NC(=O)c2ccccc2O)cc1	6	45	-119	2	0	1	-135	15	1.1	38
Cc1cc(/C(N)=N/OC(=O)Nc2ccccc2)no1	1	.	.	0	6	.	-3	.	.	21
CN(C)CCSc1nc(-c2ccccc2)nc2c1CCC2	5	18	3	1	5	-3	-26	-5	-0.3	12
O=C(c1cccs1)N1CCn2c1nc1ccccc12	-1	17	-118	3	5	7	-124	0	1.8	10
CCCCn1c(N)c(N(CCOC)C(=O)COc2c(C)cccc2C)c(=O)[nH]c1=O	-2	-3	-11	.	.	-10	.	-1	-0.3	17
c1cc(-c2n[nH]c(-c3ccncc3)n2)ccn1	8	6	8	-1	5	5	-44	6	-1.1	19
CC(C)(C)c1cc(CN2CCN(CCC#N)CC2)cc(C(C)(C)C)c1O	-5	-2	10	-1	-2	3	-34	2	-0.2	30
NS(=O)(=O)c1ccc(-n2cccc2C=O)cc1	-3	-8	20	-1	1	4	-20	-10	1.4	8
CCC1CCCCN1CCCNC(=O)c1ccc2c(c1)NC(=O)CS2 (centres undefined)	4	-2	1	0	-5	1	-18	-1	0.2	38
CCOC(=O)N/N=C/c1cc(C)n(-c2cccc3ccccc23)c1C	2	-7	-18	9	8	-27	-31	2	-0.7	14
COCCNC(=O)C(c1ccc(O)cc1)N(C(=O)CCC(=O)Nc1nccs1)c1cccc(C)c1 (centres undefined)	1	10	-28	-1	-1	-7	4	-2	0.1	20
COc1ccc(Nc2ccccc2)c(C)c1	-6	4	-16	-5	-2	11	-14	-6	-0.5	13
CCCc1cc(=O)[nH]c(SCC(=O)c2ccc3c(c2)OCCO3)n1	6	-8	16	2	6	-11	3	1	0.0	39
O=C(Nc1ccncc1)C1CCN(S(=O)(=O)c2ccccc2)CC1	0	-17	-3	.	.	-4	.	-1	0.4	5
O=C(NCc1ccccc1)C12CC3CC(CC(C3)C1)C2	-3	5	20	2	-1	6	-43	-4	-0.2	0

Further compounds follow.
SMILES	HDAC3 inhib	HSF1 activator	aSyn 5UTR inh	HSP90 inh	IEC-6 tox	Platelet DG rel	KLF5 inh	HSF1 inhib	HIF activator	AI-2 QS modul
COc1ccc(OC)c(CN(CCN2CCOCC2)C(=O)Nc2ccccc2)c1	?	1	-35	1	-6	-3	-50	8	1.3	8
Cc1cc(C)cc(NC(=O)Nc2cnccn2)c1	8	0	-20	-3	0	4	-20	-1	0.3	14
C=CCNC(=O)C1CCN(S(C)(=O)=O)CC1	0	-22	2	4	-6	-3	-19	0	-0.4	-1
O=S1(=O)CCOC[C@H](Cc2ccccc2)N1Cc1ccccc1F	-12	-4	1	.	.	4	.	-3	-0.7	12
CCc1ccc2[nH]c(=O)c(CN(CCN(C)C)C(=S)NCc3ccco3)cc2c1	4	0	-16	-7	-2	11	-7	2	-0.6	13
O=C(NCCCc1ccccc1)c1ccccc1	-4	22	-167	0	2	6	-59	15	3.3	-40
Cc1cccc(C(=O)OCc2cnc(Cl)s2)c1	5	8	-15	0	5	-2	-1	2	-0.2	24
CC12CCC3C(CCC4N(CCO)CCC34C)C1CCC2O (centres undefined)	4	11	-2	2	-8	-1	-21	0	-13	13
COCCNC(=O)CN(C(=O)CCC(=O)Nc1cc(C)on1)c1ccc(C)cc1C	-8	21	5	-2	-3	1	-43	-3	-0.3	1
CNC(=O)COC(=O)c1cccc(S(=O)(=O)N2CCN(c3ccc(F)cc3)CC2)c1	.	-9	7	-1	-1	-6	-13	-5	-0.1	-2

Entries of single compounds, quoted from the list:
Cc1cccc(C(=O)OCc2cnc(Cl)s2)c1 is listed with HDAC3 inhib = 5; HSF1 activator = 8; aSyn 5UTR inh = -15; HSP90 inh = 0; IEC-6 tox = 5; Platelet DG rel = -2; KLF5 inh = -1; HSF1 inhib = 2; HIF activator = -0.2; AI-2 QS modul = 24
Cc1cc(C)cc(NC(=O)Nc2cnccn2)c1 is listed with HDAC3 inhib = 8; HSF1 activator = 0; aSyn 5UTR inh = -20; HSP90 inh = -3; IEC-6 tox = 0; Platelet DG rel = 4; KLF5 inh = -20; HSF1 inhib = -1; HIF activator = 0.3; AI-2 QS modul = 14

(listing goes on)
SMILES	HDAC3 inhib	HSF1 activator	aSyn 5UTR inh	HSP90 inh	IEC-6 tox	Platelet DG rel	KLF5 inh	HSF1 inhib	HIF activator	AI-2 QS modul
CC(Sc1ncnc2sc(-c3ccccc3)cc12)C(N)=O (centres undefined)	-3	-15	-36	-5	16	-3	-39	-3	0.9	42
Cc1nc2sc(C(c3ccco3)N3CCN(c4ccccc4F)CC3)c(O)n2n1 (centres undefined)	0	11	22	1	0	-15	1	8	0.1	-4
COc1cc(-c2ccc3oc(-c4ccsc4)cc3c2)cc(OC)c1OC	-1	12	-1	.	.	-3	.	20	0.2	8
CC(=O)C1=C(C)NC(SCC(=O)c2ccc(Cl)cc2)=C(C#N)C1CC(C)C (centres undefined)	4	7	21	3	-4	5	-17	12	-0.1	16
O=c1cnnc(N/N=C/c2ccc3c(c2)OCO3)[nH]1	-5	-3	21	1	4	-2	15	7	0.1	15
N#C/C(=N\Nc1ccc(Cl)c(Cl)c1)C(=O)C1CC1	-4	29	-97	-3	0	9	-35	3	3.6	19
Cc1[nH]n(-c2ccccc2)c(=O)c1N=Nc1ccccc1C(=O)N1CCOCC1	0	-5	18	-5	0	-7	-30	-9	-0.1	20
COc1ccc2c(CCNC(=O)c3ccco3)c[nH]c2c1	-5	-4	-34	4	2	1	-17	-1	0.9	19
CSc1c(CC(=O)NCCO)n(C)c2ccccc12	-11	0	-6	-2	3	5	-2	-8	.	8
COc1ccccc1NC1=Nc2cccc3cccc1c23	2	25	5	0	3	-7	-23	1	0.8	12
N#Cc1c(N)nc2c(c1N)CC(C(F)(F)F)O2 (centres undefined)	2	-11	4	1	-6	-79	-30	-8	-1.3	17
CC(O)c1nc2ccccc2n1CCCc1ccccc1 (centres undefined)	0	10	7	1	5	3	-32	-2	0.1	9
Cc1ccc(C2(C(F)(F)F)N=C3Sc4cc(C)ccc4N3C(=O)N2)cc1 (centres undefined)	-2	37	-13	-3	0	-3	5	12	0.3	17
O=C(COC(=O)CNC(=O)c1cccc([N+](=O)[O-])c1)Nc1ccccc1OC(F)F	0	3	-8	5	-7	-4	-14	-10	-0.2	20

High-throughput results from PubChem.
